Artemis inh = Artemis endonuclease inhibitors, primary screen, biochemical, fluorescence intensity, FAM/BHQ-1 hairpin substrate. Protein artemis (Homo sapiens), Q96SD1. recombinant Artemis, quenched FAM hairpin cleavage fluorescence. inhibition, % at 10 µM. 30,000 compounds, 0.78% hits. AID 686954, 2013;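 active means at 10 µM dose, at least 30% inhibition, measured as corrected fluorescence normalized to stimulator and neutral control wells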
Target sequence (Q96SD1 whole entry, looked up): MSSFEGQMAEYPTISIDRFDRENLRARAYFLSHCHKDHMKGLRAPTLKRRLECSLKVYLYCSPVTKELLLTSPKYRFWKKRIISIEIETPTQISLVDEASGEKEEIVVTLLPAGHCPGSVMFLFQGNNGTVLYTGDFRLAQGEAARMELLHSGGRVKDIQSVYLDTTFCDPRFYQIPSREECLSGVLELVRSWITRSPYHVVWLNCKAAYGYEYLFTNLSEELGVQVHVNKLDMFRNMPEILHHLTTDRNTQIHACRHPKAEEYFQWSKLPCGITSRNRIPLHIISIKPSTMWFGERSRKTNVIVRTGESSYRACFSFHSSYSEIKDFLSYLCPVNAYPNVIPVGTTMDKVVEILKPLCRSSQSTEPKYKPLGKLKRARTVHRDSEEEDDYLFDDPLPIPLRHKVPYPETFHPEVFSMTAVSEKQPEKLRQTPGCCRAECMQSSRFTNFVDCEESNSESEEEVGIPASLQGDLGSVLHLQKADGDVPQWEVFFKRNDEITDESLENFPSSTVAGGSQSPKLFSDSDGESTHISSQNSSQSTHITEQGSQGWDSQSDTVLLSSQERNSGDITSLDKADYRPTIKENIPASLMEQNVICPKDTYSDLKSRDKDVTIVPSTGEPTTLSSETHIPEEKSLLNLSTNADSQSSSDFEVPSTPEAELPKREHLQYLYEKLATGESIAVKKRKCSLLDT
* marks the source's active call; other numbers are inactive results.

SMILES	Artemis inh
CCOC(=O)C(NCc1ccco1)(NC(=O)c1ccc(OC)cc1)C(F)(F)F (stereo unspecified)	-10.6
COc1cccc(CNCCOCCO)c1OC	-7.6
O=C(CSc1nnc(-c2c[nH]c3ccccc23)n1CC1CCCO1)Nc1ccc2c(c1)OCCO2 (stereo unspecified)	-1.2
Cc1cc(N2CCN(c3cccc(C(F)(F)F)c3)CC2)n2nc(C)nc2n1	8.6
O=S(=O)(Nc1nc2ccccc2nc1NCc1ccco1)c1ccc(Cl)cc1	12.9
CCOC(=O)N1CCC2(O)CCCCC2C1c1ccc(F)cc1 (stereo unspecified)	5.8
COc1ccc(/C=N/n2c(SC)nnc(C(C)(C)C)c2=O)c(OC)c1	-0.2
Cc1cc(=O)oc(C)c1C(=O)N1CCN(C(c2ccccc2)c2ccccc2)CC1	0.8
CCOC(=O)c1sc(=S)n(C)c1N	3.0
O=C(N/N=C/c1cn(-c2ccccc2)nc1-c1ccc(F)cc1)c1ccc(Br)o1	12.1
CSc1nnc(C)c(/C=C/Nc2ccc(Cl)cc2)n1	9.6
O=C(Cc1ccc(-n2cccc2)cc1)N1CCN(c2ccccc2F)CC1	0.8
CCCn1c(SCC(=O)Nc2cccc(C(=O)OC)c2)nnc1-c1cccnc1	2.8
Cc1cccc(C(=O)NNC(=O)c2cc3cc4ccccc4nc3s2)c1	12.9
O=C(COC(=O)CCCN1C(=O)c2ccccc2C1=O)Nc1ncc(Cl)cc1Cl	4.2
COc1ccc(-c2nc(-c3cccc(C)c3)nc(N3CCN(C)CC3)c2C#N)cc1	0.2
CC(C)(C)C(=O)NC(=S)Nc1ccccc1F	-15.1
c1ccc(Nc2nnc(SCc3cccc4ccccc34)s2)cc1	-4.8
CCC(C)N1CC(C(=O)NC2CCCCC2)CC1=O (stereo unspecified)	-2.6
CC(=O)CCc1c[nH]c2c(C(=O)O)cccc12	-5.0
O=C1OC(c2ccccc2)=N/C1=C/c1cccc(OC(=O)c2cccs2)c1	22.4
COc1ccc(S(=O)(=O)N(C)CC(=O)NCc2cccnc2)cc1C	1.0
Cc1ccc(Cn2c(NC(=O)c3ccco3)nc3ccccc32)cc1	0.7
Cc1ccc(CN(CC(=O)N/N=C/c2ccco2)S(=O)(=O)c2ccc(C)cc2)cc1	10.3
Cc1ccc(C(=O)c2cn[nH]c2-c2ccccc2O)cc1	-0.7
Cc1ccc(OCC(=O)OCC(=O)c2c(N)n(C)c(=O)n(C)c2=O)cc1C	1.5
O=C(/C=N/O)NCc1ccncc1	0.8
O=C(c1ccc(Cl)c(Cl)c1)N(Cc1ccco1)c1ccc(O)cc1	2.8
N#CC1=C(SCC(=O)c2ccccc2)NC2=C(C(=O)CCC2)C1c1ccco1 (stereo unspecified)	12.5
CCOc1ccc(S(=O)(=O)N(CC(=O)N2CCc3ccccc32)Cc2ccco2)cc1	14.0
Cc1ccc(S(=O)(=O)Nc2nc3ccccc3nc2NCc2ccco2)cc1C	19.3
COC(=O)c1ccccc1NC(=O)c1ccc2c(c1)OCCO2	11.2
CCCNC(=O)c1cn(CC)c2cc(N3CCN(C)CC3)c(F)cc2c1=O	-0.6
N#Cc1cccc(-n2nnnc2-c2ccc3c(c2)OCO3)c1	-0.7
C=CCSc1nc(-c2ccccc2)c2cc(Cl)ccc2n1	-2.9
O=c1c2ccccc2[nH]c(=S)n1C1CCCCC1	1.7
Cn1c(=O)c2c(nc(NCC(O)CO)n2CCc2ccccc2)n(C)c1=O (stereo unspecified)	12.5
O=C(OCc1ccc(Cl)cc1)c1cnccn1	3.9
CCc1c(O)nc(SCC(=O)Nc2ccc3c(c2)CCC3)[nH]c1=O	-6.1
Cc1[nH]nc(-c2ccc(OCc3cnn(-c4ccccc4)c3)cc2O)c1Oc1ccccc1F	3.3
Cc1ccc(SCC(=O)Nc2ncc(C)s2)cc1	3.5
Cc1ccn2c(C(=O)CSc3ccc(Cl)cc3Cl)c(C)nc2c1	-1.7
CCCCOC(=O)NCN1C(=O)C2C3C=CC(C3)C2C1=O (stereo unspecified)	15.6
COc1ccc(NC(=O)CSc2nccn2-c2ccccc2)cc1	-9.3
CCC(CC)c1nc2cc(OC)c(OC)cc2c(=O)o1	2.5
CCNc1nc(CN2CCOCC2)nc2sc3c(c12)CCC3	-2.4
Cc1c(-c2c(C#N)c(N)nc3c2CCCCCC3)cnn1C	-5.2
O=C(Cn1nnc2ccccc21)OCC(=O)c1ccccc1	2.1
CCN(CC)S(=O)(=O)c1cccc(C(=O)N2CC(O)CC2C(=O)OC)c1 (stereo unspecified)	-19.4
NC(=O)c1ccccc1N/C=C/C(=O)c1ccc(Cl)cc1	0.3
COc1ccc(C)cc1S(=O)(=O)N(C)CC(=O)NCc1ccco1	1.9
O=C(Nc1cnn(Cc2ccccc2)c1)c1cc2nc(-c3ccco3)cc(C(F)(F)F)n2n1	12.8
Cc1cnc(C(=O)Nc2cccc3ncccc23)cn1	-8.4
COc1cccc(-c2csc(N3CCN(C(=O)NC45CC6CC(CC(C6)C4)C5)CC3)n2)c1	6.5
CCC(=O)NC(=S)Nc1cccc(C(C)=O)c1	-7.0
Cc1onc(-c2ccccc2)c1-c1n[nH]c(=S)n1-c1ccc(C(=O)O)cc1	2.2
CC(c1nnnn1C(C)(C)C)N(Cc1cccnc1)Cc1ccccc1Cl (stereo unspecified)	1.9
COc1ccc(N2CCN(C(=O)C3COc4ccccc4O3)CC2)cc1 (stereo unspecified)	-2.8
Cc1ccc(C(=O)NNC(=O)c2cc3cc4ccccc4nc3s2)cc1	14.6
Cc1cc([N+](=O)[O-])c(C(C)(C)C)cc1N	-0.6

Later entries:
SMILES	Artemis inh
CCCC1(CCC)NC(=O)N(CC(=O)N2CCN(C(=O)c3ccco3)CC2)C1=O	-5.0
Nc1nc(SCC(=O)NCC2CCCO2)n[nH]1 (stereo unspecified)	2.7
COc1ccccc1CNC(=O)c1cnn2c(C(F)F)cc(C)nc12	9.2
O=c1n(Cc2ccccc2Cl)c2sc3c(c2c2ncnn12)CCCC3	1.4
CCOc1ccc(N(CC(=O)O)S(=O)(=O)c2ccc(OC)c(OC)c2)cc1	-1.8
Cc1[nH]c(C(=O)O)c(C)c1C(=O)OC(C)C	2.9
C=CCn1c(Cc2ccc(OC(C)C)c(Cl)c2)nnc1SCC(N)=O	-2.1
COC(=O)c1ccc(NC(=O)c2ccccc2)o1	1.9
CC1(C)Cc2c(c(-c3ccccc3)nc3[nH][nH]c(=O)c23)CO1	-10.9
COc1ccc(N2CCN(CCC(N)=O)CC2)cc1	0.4
COCC(=O)N(Cc1cc2cc(OC)ccc2[nH]c1=O)c1ccccc1	2.6
O=C(OCc1cnc(Cl)s1)c1ccccc1Cl	4.2
COC(=O)/C=C/C(=O)Nc1cccnc1	35.5*
CCC(=O)Nc1ccc(-c2nnc(-c3ccccc3)o2)cc1	2.4
OC(COc1c(Br)cc(Br)cc1Br)CN1CCOCC1 (stereo unspecified)	-6.3

Among those listed so far, 2 contain bromine:
SMILES	Artemis inh
O=C(N/N=C/c1cn(-c2ccccc2)nc1-c1ccc(F)cc1)c1ccc(Br)o1	12.1
OC(COc1c(Br)cc(Br)cc1Br)CN1CCOCC1 (stereo unspecified)	-6.3

(listing goes on)
SMILES	Artemis inh
Nc1cc(C(=O)OCC(=O)N2CCCC2)ccc1Cl	5.2
COC(=O)COc1nc(C)c2c(c1C#N)CC(C)(C)OC2	-3.4
COc1ccccc1C(=O)Nc1ccc(S(=O)(=O)Nc2cc(C)on2)cc1	-4.8
CCCC(CCC(=O)Nc1ccc(C(=O)OCC)cc1)C(=O)O (stereo unspecified)	-5.4
COc1ccc(-c2cc(C(F)(F)F)n3nc(C(=O)N4CCCCC4)cc3n2)cc1OC	3.7
Cc1nc(NC(=O)c2ccc(Br)o2)sc1C	-1.8
CCCS(=O)(=O)N1CCC(C(=O)N2CCOCC2)CC1	-7.4
COc1ccc(OCCn2cncn2)cc1	1.0
Cc1ccc2nc(-c3ccc(NC(=O)CN(c4ccccc4C)S(C)(=O)=O)cc3)sc2c1	4.5
Cc1ccccc1Cn1cc(NC(=O)c2cc3nc(-c4ccco4)cc(C(F)(F)F)n3n2)cn1	14.0
CCCc1cc(-c2nc(N)ncc2-c2ccc3c(c2)OCCCO3)c(O)cc1OC	25.6
Cc1c(C(=O)OC(C)C(C)C[N+](C)(C)C)oc2ccccc12 (stereo unspecified)	-7.9
COC(=O)c1c(NC(=O)C(C)(C)C)sc2c1C(C(=O)OC)CC2 (stereo unspecified)	5.9
CCc1ccc(NC(=O)C2C3C=CC(C4CC34)C2C(=O)O)cc1 (stereo unspecified)	13.6
C=CCn1c(SCC(=O)c2ccc(OC)cc2)nnc1-c1cc2cccc(OC)c2o1	0.2
COc1cccc(C2=CC(c3ccc(OC)c(OC)c3OC)n3nnnc3N2)c1 (stereo unspecified)	-2.9
CC(C)[C@H](NC(=O)NCc1cccs1)C(=O)O	-8.0
CNC(=O)/C(=C\c1ccc([N+](=O)[O-])cc1)NC(C)=O	-0.1
O=C(NC1CCCCCCC1)C1=COCCO1	0.2
CCOC(=O)CNC(=O)CSc1nc2nc(C)c(Br)cc2[nH]1	-3.8
COc1ccc(CN2C(=O)c3ccccc3C(/C=N\OCc3ccc(C)cc3)C2=O)cc1 (stereo unspecified)	14.1
CCc1cc2c(=O)c(-n3cnc4ccccc43)coc2cc1O	14.6
CCCCCCN1Cc2ccccc2C1	-3.0
Cc1ccc(CNC(=O)c2coc(=O)c3ccccc23)o1	2.6
CC(=O)c1c(C)[nH]c(C(=O)NCc2ccccn2)c1C	-1.3
CCOC(=O)NC1(C(F)(F)F)C(=O)NC(C)=C1C#N (stereo unspecified)	-9.1
CN(C(=O)CSc1nnnn1-c1ccccc1)C1CCCCC1	19.6
COC(=O)CSc1nnc2c3c4c(sc3nc(-n3nc(C)cc3C)n12)COC(C)(C)C4	-1.3
CCOC(=O)CC1C(=O)NCCN1C(=O)Nc1ccccc1 (stereo unspecified)	-0.2
N#Cc1sc2nc(N3CCCCC3)c3c(c2c1N)CCCC3	9.4

Among those listed so far, these have two or more sulfur atoms:
SMILES	Artemis inh
CCOC(=O)c1sc(=S)n(C)c1N	3.0
c1ccc(Nc2nnc(SCc3cccc4ccccc34)s2)cc1	-4.8
Cc1ccc(SCC(=O)Nc2ncc(C)s2)cc1	3.5
Cc1ccc2nc(-c3ccc(NC(=O)CN(c4ccccc4C)S(C)(=O)=O)cc3)sc2c1	4.5
COC(=O)CSc1nnc2c3c4c(sc3nc(-n3nc(C)cc3C)n12)COC(C)(C)C4	-1.3

Continued.
SMILES	Artemis inh
CCn1ccc(C(=O)Nc2ccc(N(C)C(C)=O)cc2)n1	-3.5
Cn1c(NCCN2CCCCC2)cc(=O)n(C)c1=O	3.9
O=C(CN(Cc1cccs1)C(=O)CNS(=O)(=O)c1ccccc1)NCc1ccco1	-6.4
COc1ccc(C(=O)N2CCN(C(=O)CC(C)C)CC2)cc1OC	-0.1
Clc1ccc(CN2C3=NCCCN3c3ccccc32)cc1	0.0
CN1C(=O)c2oc3ccccc3c(=O)c2C1c1ccccn1 (stereo unspecified)	-0.8
Cc1noc(C)c1CSc1nc2ccccc2[nH]1	-0.7
COc1ccc(N2CC(C)Cn3c2nc2c3c(=O)n(CCN3CCOCC3)c(=O)n2C)cc1 (stereo unspecified)	0.1
O=S(=O)(NCc1csc(-c2cccnc2)n1)c1ccc2c(c1)OCCO2	3.0
COc1ccc(Cn2c(O)cc(=O)[nH]c2=O)cc1	-7.2
CCOC(=O)c1c(-c2ccc(C)cc2)cn2ccccc12	5.2
O=c1[nH]c(C(F)(F)F)nc2ccccc12	-11.2
CCOc1ccc(-c2nnn(CC(=O)NCc3ccco3)n2)cc1OCC	2.4
C=CCn1c(Cn2nnc3ccccc32)nnc1SCC(=O)N/N=C/c1cc(Br)cc(OC)c1O	-5.4
COc1ccc(/C=N/NC(=O)c2cc(C)on2)c2ccccc12	9.4
CC(=O)c1c(C(C)=O)c(C)n(-c2nc(-c3ccccc3)c(C)s2)c1C	-3.0
CCC(NC(=O)NCc1cccnc1)(C(F)(F)F)C(F)(F)F	-3.5
CCC(=O)N1CCc2cc(S(=O)(=O)N(CC)c3cccc(C)c3)ccc21	-4.9
OC(COc1ccc2cc(Br)ccc2c1)CN1CCOCC1 (stereo unspecified)	-0.8
COc1ccc(NC(=O)CN2CCCCC2)cc1	-2.0
CC(=O)c1cccc(NC(=O)CN(c2ccc(F)cc2)S(C)(=O)=O)c1	1.0
Cn1nc([N+](=O)[O-])nc1Sc1ccc(C(C)(C)C)cc1	-3.5
Cc1cccc(NC(=O)c2cc(NC(=O)C3CCCCC3C(=O)O)ccc2Cl)n1 (stereo unspecified)	-14.4
CCOC(=O)C(C(C)=O)C(c1ccc(OC)cc1)C(C(C)=O)C(=O)OCC (stereo unspecified)	-0.4
CC(C)c1ccc(/C=c2\sc3nc(-c4ccncc4)nn3c2=O)cc1	20.1
C=CCNC(=O)C(C#N)c1nc2ccccc2nc1N1CCN(Cc2ccccc2)CC1 (stereo unspecified)	2.3
Cc1cc(NCCCn2ccnc2)n2ncc(-c3ccccc3)c2n1	-4.9
COC(=O)/C(N=Nc1cccc(C(F)(F)F)c1)=C(\C)O	-1.9
COc1ccc2c(c1)c(C(=O)CNc1nc(C)cs1)c(C)n2C	5.0
CCCOC(=O)NC1C(NC(=O)OCCC)N(C)C(=O)N1C (stereo unspecified)	-6.2

Brought forward from above: four entries, then new ones.
SMILES	Artemis inh
Cc1cc(NCCCn2ccnc2)n2ncc(-c3ccccc3)c2n1	-4.9
COC(=O)/C(N=Nc1cccc(C(F)(F)F)c1)=C(\C)O	-1.9
COc1ccc2c(c1)c(C(=O)CNc1nc(C)cs1)c(C)n2C	5.0
CCCOC(=O)NC1C(NC(=O)OCCC)N(C)C(=O)N1C (stereo unspecified)	-6.2
COc1cc(/C=C/C(=O)Nc2cc(C(F)(F)F)ccc2Cl)cc(OC)c1OC	9.6
Cc1cc2oc(=O)cc(COC(=O)c3n[nH]c4ccccc34)c2cc1C	1.8
COc1ccccc1NC(=S)Nc1ccccc1F	-5.1
Cc1ccccc1OCc1nnc2c3cnn(C)c3ncn12	6.5
O=C1CN(C(=O)c2ccco2)c2ccccc2N1	6.6
COc1cccc(-n2cc3c(c2-c2ccccc2)c(=O)n(C)c(=O)n3C)c1	5.6
O=C(N/N=C\c1cn(-c2ccccc2)nc1-c1ccccc1)c1ccc(Br)o1	6.7
CC(C)(C)c1ccccc1OCCCCN1CCCC1	-0.3

Screening data from PubChem BioAssay.

Not all compounds are listed. The share of hits here may be higher or lower than overall.
